S2 tox: reduces viability in counter-screen for ATXN expression inhibitors | S2 cells (HEK-293 line with an ATXN2-luciferase reporter) viability, CellTiter-Fluor protease fluorescence, 24 h | Potency, µM (titrated, usually from 56.7 µM), usual class: cytotoxic | actives 0.49% (n = 400,000) | AID 651635; note: potency is the fitted concentration of half-maximal effect; nearly all actives have a fitted effect of over 40% in size
A549 viability: counter-screen for Nrf2 inhibitors: cytotoxicity in A549 cells. A549 ARE-Fluc cells, CellTiter-Fluor viability, 18-24 h. Potency, µM (series often up to 46 µM), for inactives: at the highest dose activity change, negative = cytotoxicity, most hits filed as inhibitors. actives 0.16% (n = 390,000). AID 504648; note: potency is the fitted concentration of half-maximal effect; % is set by controls: 0 for no effect and ±100 for the full control effect
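A549 ARE_Fluc cells in 5% FBS OPTI-MEM were exposed to compounds in concentration-response for 18-24 h at 37 deg C. Viability was read by CellTiter-Fluor fluorescence (Ex 405/Em 525) after 30 min, before the luciferase read.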
Nrf2 ARE act: activates Nrf2 signaling; AREc32 ARE-luciferase reporter (MCF7-derived line), luminescence, 24 h; Potency, µM (titrated, usually from 46.1 µM), for inactives: top-dose activation, usual class: activators; actives 0.31% (n = 410,000); AID 624171; note: potency is the fitted concentration of half-maximal effect; % of control where 0% means no effect; nearly all actives have a fitted effect of over 65% in size
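AREc32 cells carrying an ARE-driven firefly luciferase, 1000 cells/well in OPTI-MEM with 5% FBS, dosed after overnight attachment and incubated 24 hr at 37 deg C. Steady-Glo luminescence read after 30 min at RT.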
MCF10A rereplic: DNA re-replication induction in MCF 10a cells; Potency, µM (titrated, usually from 46.1 µM), for inactives: top-dose activity, positive = re-replication, most hits filed as activators; actives 2.9% (n = 350,000); MCF 10A DNA re-replication, Hoechst nuclear intensity, 48 h; note: potency is the fitted concentration of half-maximal effect; % of control where 0% means no effect; nearly all actives have a fitted effect of over 50% in size
ATXN2 expr inh: reduces ATXN2 reporter expression in HEK-293 cells; HEK-293 ATXN2-luciferase reporter, luminescence, 24 h; Potency, µM (doses to about 57 µM), inactives show top-dose activity change, negative = inhibition, most hits filed as inhibitors; actives 0.72% (n = 360,000); note: potency is the fitted concentration of half-maximal effect; % is set by controls: 0 for no effect and ±100 for the full control effect; nearly all actives have a fitted effect of over 55% in size
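ATXN2-luciferase reporter cells (luciferase flanked by upstream and downstream ATXN2 gene portions) were treated 24 h at 37 °C with compounds at up to 57 uM. SteadyGlo luminescence gave expression; GF-AFC fluorescence gave viability.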
TGFb SMAD3 inh: TGF-b pathway inhibition | actives 1.2% (n = 410,000) | Potency, µM (top dose mostly 46.1 µM), inactives show at the top dose activity, negative = inhibition, usual class: inhibitors | HepG2 CAGA-GFP TGF-b/SMAD3 reporter, GFP fluorescence, 18 h; TGF-beta stimulated, 500 pg/mL final | AID 588855; note: potency is the fitted concentration of half-maximal effect; % is set by controls: 0 for no effect and ±100 for the full control effect; nearly all actives have a fitted effect of over 65% in size
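HEPG2 CAGA-GFP, 1000 cells/well; 2 h settle, 37 C; cpd via pin tool; TGF-b 500 pg/mL final; 18 h, 37 C; GFP imaging ex488/em500-530; %Activity normalised to -TGF-b and +DMSO controls; CRC fit, curve class.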
IL-1B inflam inh: blocks inflammasome-driven IL-1 beta release; THP-1 LPS/ATP IL-1B secretion, AlphaLISA, 16 h; stronger effect = lower value; activity change, % at 57.5 µM; actives 4.7% (n = 360,000); in the data active = activity change below about -50%; inconclusive = mostly about -30% to -49%; note: % is set by controls: 0 for no effect and ±100 for the full control effect
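THP-1 cells pretreated 1 hr with compounds (up to 57.5 uM final), then stimulated with LPS (250 ng/mL final) plus ATP (1.25 mM final); secreted IL-1B measured by AlphaLISA after 16 hr, decreased signal indicating inhibition.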
Nrf2 inh: inhibitors of Nrf2 signaling; Potency, µM (series often up to 46 µM), without a hit: at the highest dose activity change, negative = inhibition, actives largely listed as inhibitors; actives 2.1% (n = 360,000); AID 504444; A549 ARE-Fluc reporter, luciferase luminescence, 18-24 h; note: potency is the fitted concentration of half-maximal effect; % is set by controls: 0 for no effect and ±100 for the full control effect; nearly all actives have a fitted effect of over 60% in size
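Concentration-response testing used A549 ARE_Fluc cells at 5000 cells/well. Following an 18-24 h compound incubation, viability was read by fluorescence (Ex 405/Em 525) and luciferase output by luminescence.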
HepG2 tox: kills HepG2 cells in TGF-b inhibitor counter-screen; HepG2 CAGA-GFP viability, ATP luminescence, 18 h; Potency, µM (series often up to 46.1 µM), for inactives: at the top dose activity change, negative = cytotoxicity, actives largely listed as cytotoxic; actives 0.76% (n = 410,000); AID 588856; note: potency is the fitted concentration of half-maximal effect; some results filed as inactive show a strong effect at the top dose
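HepG2 CAGA-GFP cells (1000/well, DMEM with 1% FBS) received compound, then TGF-beta at 500 pg/mL final, and were incubated 18 hours at 37 degrees C. Viability was read by CellTiter-Glo luminescence. Media-only wells were set as complete cell-killing and DMSO as no toxicity.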
* marks the source's active call; other numbers are inactive results; i = inactive; ? = inconclusive; · = not tested or not shown; [ ] = another dose, or the depositor's remark. Unless noted, calls come from the whole dose curve; as a rule, active = well fitted curve in the direction sought with a large enough effect; inconclusive = small, poorly fitted or top-dose-only effect, or another doubt; inactive = no such curve, though single readings can be large; an effect the other way counts as inactive or inconclusive.

SMILES | S2 tox | A549 viability | Nrf2 ARE act | MCF10A rereplic | ATXN2 expr inh | TGFb SMAD3 inh | IL-1B inflam inh | Nrf2 inh | HepG2 tox
Cc1nc2nncn2c(Nc2ccc(F)cc2)c1C | ? | -12% | 0.9% | · | -20% | ? | · | ? | -18%
COc1ccc(C2(C(=O)NCCCN3CCOCC3)CCOCC2)cc1 | i | -14% | -0.2% | 1% | 5% | ? | 13 | 19% | -2%
CC1CSc2nnc(CCc3ccccc3)n21 (stereo not given) | i | -7% | -0.2% | -1% | 3% | 2% | -11 | -7% | -9%
O=C(CCCOc1ccc(Cl)cc1Cl)N/N=C/c1ccccc1O | ? | -2% | 2.9% | ? | 25µM* | ? | 0 | -25% | -34%
CCN(CC)CC(=O)Nc1sc(C)c(C)c1C(=O)c1ccc(C)cc1 | · | 8% | -0.5% | ? | -8% | ? | -21 | 5% | -2%
CCOC(=O)Cn1c(=O)n(CC2CCCO2)c2nc(-c3cc(OC)ccc3OC)nc(C(N)=O)c21 (stereo not given) | i | 3% | 3.7% | · | -1% | -4% | · | · | -13%
O=C(C[n+]1cccc(O)c1)Nc1ccc(Br)cc1 | i | 0% | 0.3% | -1% | -15% | 0% | 21 | 28% | 0%
O=C(NC(c1ccc(Cl)cc1)c1cnccn1)C1CCN(Cc2cccc(C(F)(F)F)c2)CC1 (stereo not given) | i | · | 4.3% | · | ? | -24% | · | · | -30%
CN(C)c1ccc(-c2ccnc3c2CC(C)(C(=O)NCc2ccncc2)O3)cc1 (stereo not given) | i | · | 4.0% | · | -5% | -5% | 3 | · | -20%
Cc1cccc(C)c1OCc1cc(C(=O)N2CCNC(=O)C2)no1 | i | 0% | 0.1% | 9% | 4% | -3% | 0 | 10% | -1%
CCOc1ccc(N(C(=O)Cn2nnc3ccccc32)C(C(=O)NCc2ccccc2)c2ccc(OC)cc2)cc1 (stereo not given) | · | -15% | -1.0% | · | · | ? | · | -2% | -10%
COc1cc(NC(=O)c2ccco2)c(OC)cc1NC(=O)Nc1cccc(Cl)c1 | i | 15%[1.84 µM] | 4.6% | ? | -25% | -28% | 15 | ? | -11%
Cc1ccc(OCCn2c(C)nc3ccccc32)cc1 | i | 8% | 2.0%[9.22 µM] | ? | -15% | -25% | ? | ? | -22%
COc1ccccc1N1CCN(C(=O)CSc2nc3ccccc3c(=O)n2CC2CCCO2)CC1 (stereo not given) | i | · | 0.2% | 0% | 0% | 1% | -3 | ? | 1%
CC1CCC(NC(=O)c2ccc3snnc3c2)CC1 (stereo not given) | i | -5% | 3.7% | -6% | · | -8% | 0 | 0% | -9%
CC(=O)c1c(C)nn(CC(=O)NC2CCCN(Cc3ccc(CC(C)C)cc3)C2)c1C (stereo not given) | i | -2% | -1.5% | ? | -26% | ? | -28 | 2% | -19%
Cn1c(C(=O)NCC2CCCO2)cc2c(=O)[nH]c3ccccc3c21 (stereo not given) | i | 13% | 1.8% | 13% | 12% | 0% | ? | 12% | 1%
CCOc1ccc2nc(NC(=O)C3CCCN(S(=O)(=O)c4cccs4)C3)sc2c1 (stereo not given) | i | ? | 1.7% | 22% | -5% | -37% | -58* | · | 0%
CS(=O)(=O)n1nc(-c2ccccc2)nc1N | i | 0% | 0.9% | -11% | 4% | 0% | -1 | 3% | 0%
CCn1c(SC/C=C/c2ccccc2)nnc1-c1cccs1 | i | -6% | -0.5% | ? | -8% | 3% | -14 | 0% | -14%
CC(=O)Nc1ccccc1C(=O)N1CCc2ccccc21 | i | 3% | 3.7% | -2% | 4% | 2% | 25 | · | 2%
O=C(CS(=O)CC(=O)N(c1ccccc1)C(C(=O)NC1CCCC1)c1cccs1)Nc1ccc(F)cc1 (stereo not given) | i | 0% | 0.2% | -5% | 0% | -1% | 6 | ? | 2%
CSc1nnc(-c2ccccc2N=Cc2c(C)[nH]n(-c3ccc4ccccc4c3)c2=O)c(=O)[nH]1 | ? | -5% | 3.2% | 1% | 28% | 0% | 49 | · | -59%
Cn1c(COc2ccccc2)nnc1SCc1cc(=O)[nH]c2ccccc12 | i | -4% | 1.3% | -10% | 0% | ? | -8 | 1% | 13%
Cc1cc(C)c(NC(=O)CNC(=O)CN2C(=O)NC3(CCCc4ccccc43)C2=O)c(C)c1 (stereo not given) | i | -4% | 0.1% | -1% | -4% | -20% | 20 | -10% | -15%
Cc1cc(=O)oc2cc(OCC(=O)Nc3c(C(C)C)cccc3C(C)C)ccc12 | i | -3% | 0.7% | · | -3% | -13% | · | 12% | -2%
CC1CCC(NC(=O)c2ccc(Br)o2)CC1 (stereo not given) | i | · | 4.7% | · | · | -21% | -7 | · | -16%
O=C(COc1ccccc1)Nc1ccc2oc(=O)ccc2c1 | i | 3% | 2.2% | -12% | 19% | 8% | -6 | -22% | -2%
O=C(NCc1ccccn1)c1nn(-c2ccccc2)c(=O)c2ccccc12 | i | -7% | -0.4% | 16% | -1% | 24% | 13 | -3% | -1%
NNC(=O)c1csc(-c2ncc(C(F)(F)F)cc2Cl)n1 | i | 2% | 2.4% | -7% | -12% | -1% | 73 | 0% | 3%
COc1ccc(Cl)cc1CC1(C)C(=O)Nc2ccc(-c3ccccc3OC)cc21 (stereo not given) | i | · | -3.0% | · | ? | ? | -10 | · | -94%
O=C(Nc1ccccc1Cl)C1Cc2ccccc2O/C1=N\O (stereo not given) | i | -1% | ? | -5% | · | -25% | -5 | 26% | -4%
CC(=O)c1sc(-c2ccccc2Cl)nc1C | i | 3% | 11% | ? | -37% | 11% | -15 | 4% | 23%
Cc1ccc(O)c(-c2cc(C(=O)NCc3ccccc3)[nH]n2)c1 | i | -1% | 17% | -35%[inhibitor] | -11% | -14% | 0 | ? | -3%
O=C(Nc1nccs1)C1=COCCO1 | i | -1% | -0.3% | 0% | 11% | 16% | -4 | 5% | 6%
COc1ccc2c(c1)c(N1CCCC1=O)c(C(=O)Nc1cc(C)c(Cl)cc1OC)n2C | i | 4% | 0.1% | · | 2% | 8% | · | 4% | 5%
CCCSC1=N/C(=C\c2ccsc2)C(=O)S1 | i | 2% | 2.3% | 6% | 7% | 1% | 10 | 3% | 2%
NS(=O)(=O)c1ccc(CCNC(=O)c2cc3ccccc3s2)cc1 | i | 3% | 4.3% | 2% | -28% | -3% | 19 | 4% | 8%
CC(=O)N1CCN(c2ccc(NCc3ccc(Br)o3)cc2)CC1 | i | 0% | -0.7% | -3% | -18% | ? | · | ? | -1%
CCOC(=O)c1sc(N(C)C(C)=O)nc1C | i | 0% | -0.2% | 0% | 0% | 12% | 2 | 0% | -5%
CC(C)CCNC(=O)CCc1nnc2n(CCCOC(C)C)c(=O)c3ccccc3n12 | i | -2% | -0.3% | -3% | -11% | -9% | 5 | 10% | -22%
CCOc1ccc(CCNC(=O)c2ccc3c(c2)c(C)c(C)n3Cc2ccccc2)cc1OCC | · | -1% | -0.8% | · | · | ? | · | ? | -31%
O=C(N/N=C/c1ccc2c(c1)OCO2)c1cc(-c2ccco2)nc2ccccc12 | i | -17% | 2.5% | ? | -1% | -17% | 20 | 5% | -7%
COC(=O)c1ccc2c(c1)sc(=NC(=O)c1ccc(S(=O)(=O)N3CCCCC3)cc1)n2C | i | 6% | 0.0% | · | 0% | -6% | · | · | -2%
Cc1ccc(C)c2[nH]c(=O)c(C(c3nnnn3C3CCCC3)N3CCOCC3)cc12 (stereo not given) | i | 0% | 0.4% | 15% | -2% | 2% | -3 | 6% | 8%
Cc1cccc(NC(=O)c2c(NC(=O)C(F)(F)F)sc3c2CCCCC3)c1 | · | ? | -2.5% | · | · | 1.6µM* | · | 2.6µM* | -111%
Cc1noc(C)c1COc1ccccc1C(=O)N1CCN(S(=O)(=O)c2ccccc2Br)CC1 | ? | -19% | -2.4% | 17% | · | ? | 27 | 11% | -24%

Already shown: an excerpt of the list.
SMILES | S2 tox | A549 viability | Nrf2 ARE act | MCF10A rereplic | ATXN2 expr inh | TGFb SMAD3 inh | IL-1B inflam inh | Nrf2 inh | HepG2 tox
CCOC(=O)c1sc(N(C)C(C)=O)nc1C | i | 0% | -0.2% | 0% | 0% | 12% | 2 | 0% | -5%
CC(C)CCNC(=O)CCc1nnc2n(CCCOC(C)C)c(=O)c3ccccc3n12 | i | -2% | -0.3% | -3% | -11% | -9% | 5 | 10% | -22%
CCOc1ccc(CCNC(=O)c2ccc3c(c2)c(C)c(C)n3Cc2ccccc2)cc1OCC | · | -1% | -0.8% | · | · | ? | · | ? | -31%
O=C(N/N=C/c1ccc2c(c1)OCO2)c1cc(-c2ccco2)nc2ccccc12 | i | -17% | 2.5% | ? | -1% | -17% | 20 | 5% | -7%
COC(=O)c1ccc2c(c1)sc(=NC(=O)c1ccc(S(=O)(=O)N3CCCCC3)cc1)n2C | i | 6% | 0.0% | · | 0% | -6% | · | · | -2%
Cc1ccc(C)c2[nH]c(=O)c(C(c3nnnn3C3CCCC3)N3CCOCC3)cc12 (stereo not given) | i | 0% | 0.4% | 15% | -2% | 2% | -3 | 6% | 8%
Cc1cccc(NC(=O)c2c(NC(=O)C(F)(F)F)sc3c2CCCCC3)c1 | · | ? | -2.5% | · | · | 1.6µM* | · | 2.6µM* | -111%
Cc1noc(C)c1COc1ccccc1C(=O)N1CCN(S(=O)(=O)c2ccccc2Br)CC1 | ? | -19% | -2.4% | 17% | · | ? | 27 | 11% | -24%

Assay outcomes deposited in PubChem BioAssay by National Center for Advancing Translational Sciences (NCATS).
